# EPAC2 antagonist = antagonists of human EPAC2 | Q8WZA2 | EPAC2 GEF exchange of Rap1B-BODIPY-GDP, fluorescence | Potency, µM (highest dose often 114 µM), without a hit: at the top dose activity, negative = inhibition, actives largely listed as inhibitors | actives 0.18% (n = 360,000); note: potency is the fitted concentration of half-maximal effect; % is set by controls: 0 for no effect and ±100 for the full control effect; nearly all actives have a fitted effect of over 45% in size; many of its hits are not listed in these tables
# Target sequence (Q8WZA2 whole entry, looked up): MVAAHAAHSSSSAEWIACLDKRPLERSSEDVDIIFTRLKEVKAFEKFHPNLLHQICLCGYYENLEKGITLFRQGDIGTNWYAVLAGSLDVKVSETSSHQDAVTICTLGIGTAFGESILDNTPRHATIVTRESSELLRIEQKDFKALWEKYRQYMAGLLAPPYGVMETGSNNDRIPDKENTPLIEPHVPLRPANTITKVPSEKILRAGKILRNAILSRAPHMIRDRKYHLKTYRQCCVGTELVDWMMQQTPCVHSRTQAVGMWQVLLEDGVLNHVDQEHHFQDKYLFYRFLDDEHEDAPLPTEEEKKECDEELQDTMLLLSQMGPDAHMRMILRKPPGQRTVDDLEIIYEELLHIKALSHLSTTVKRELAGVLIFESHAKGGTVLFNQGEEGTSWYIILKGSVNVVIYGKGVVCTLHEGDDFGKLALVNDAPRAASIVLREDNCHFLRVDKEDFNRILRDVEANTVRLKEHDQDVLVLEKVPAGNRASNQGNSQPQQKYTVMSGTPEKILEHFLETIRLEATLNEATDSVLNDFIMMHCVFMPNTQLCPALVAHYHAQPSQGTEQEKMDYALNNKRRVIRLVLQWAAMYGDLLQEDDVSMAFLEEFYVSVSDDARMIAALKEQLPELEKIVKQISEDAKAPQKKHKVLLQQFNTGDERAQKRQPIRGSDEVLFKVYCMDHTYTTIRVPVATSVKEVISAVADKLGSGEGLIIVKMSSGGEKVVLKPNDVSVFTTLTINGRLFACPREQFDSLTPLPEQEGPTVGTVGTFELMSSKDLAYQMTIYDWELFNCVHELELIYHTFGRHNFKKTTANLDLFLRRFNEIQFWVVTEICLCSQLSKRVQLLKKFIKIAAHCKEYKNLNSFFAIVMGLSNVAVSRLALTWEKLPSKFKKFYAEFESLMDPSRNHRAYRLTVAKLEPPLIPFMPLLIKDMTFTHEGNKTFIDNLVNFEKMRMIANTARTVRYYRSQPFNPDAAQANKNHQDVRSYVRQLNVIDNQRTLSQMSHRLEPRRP
# FUS yeast rescue = suppressors of FUS proteinopathy in yeast. AID 1347120. Potency, µM (highest dose often 76.6 µM), for the others: at the top dose growth rescue (activation), most hits filed as activators. actives 0.24% (n = 390,000). S. cerevisiae FUS-expressing, growth rescue, OD600, 24 h;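 note: potency is the fitted concentration of half-maximal effect; plate controls were DMSO vehicle for no effect and reference control for full effect; nearly all actives have a fitted effect of over 55% in size; some results filed as inactive show a strong effect at the top dose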
#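 FUS-expressing yeast, raffinose-pregrown, induced in 2% galactose minimal medium at OD 0.005; compounds in a dilution series, 24hr at 30C. Growth restoration read as absorbance at 600 nm. CP55940 positive control, DMSO negative.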
# TDP-43 yeast inh = rescues yeast growth from TDP-43 toxicity. TDP-43 expressing yeast growth rescue, BacTiter-Glo, 24 h. Potency, µM (doses to about 46.1 µM), inactives show at the top dose growth rescue (activation), actives largely listed as activators. actives 1.8% (n = 410,000). AID 652104; note: potency is the fitted concentration of half-maximal effect; % of control where 0% means no effect; nearly all actives have a fitted effect of over 50% in size
#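 Luminescence from BacTiter-Glo reports growth of TDP-43-expressing yeast after 24 hr at 30 deg C with compound. Cells were raffinose-pregrown to mid-log, then seeded in galactose medium at OD600=0.02.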
# D3 antag = antagonists of human D3 dopamine receptor; actives 2.5% (n = 360,000); max response, negative = inhibition, %; D3R cells, DiscoveRx beta-arrestin luminescence, antagonist mode; stronger effect = lower value; P35462; in the data active = max response below about -50%; inconclusive = no clear call, values can overlap the other calls; note: % is set by controls: 0 for no effect and ±100 for the full control effect; mostly tested at two doses, the higher about 12 µM
#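 Cells expressing the human receptor were seeded at 1500 cells/well, incubated overnight at 37 degrees C in 5% CO2, then exposed to library compounds with dopamine controls for 90 minutes at 37 degrees C before luminescent detection.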
# DRD3 agonist = D3 dopamine receptor (human) agonism; D3R DiscoveRx beta-arrestin cells, luminescence, 90 min; P35462; actives 0.58% (n = 410,000); max activation, %; in the data active = max activation above about 30%; note: 0% is about no effect; mostly tested at two doses, the higher about 12 µM
#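 Agonist-mode cell screen: cells plated at 1500/well and incubated overnight at 37 °C, then exposed to library compounds for 90 min at 37 °C. Detection reagent was added for 30–60 min at room temperature, and luminescence was read.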
# Abeta rescue = restores growth of yeast expressing A-beta42 peptide; Potency, µM (titrated, usually from 46.1 µM), without a hit: at the top dose growth rescue, most hits filed as activators; actives 0.063% (n = 410,000); yeast expressing A-beta42, growth rescue, OD600, 48 h; response scale: 0% DMSO, 100% iron-clioquinol control; AID 1347071; note: potency is the fitted concentration of half-maximal effect; nearly all actives have a fitted effect of over 55% in size
#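 Yeast growth medium received pinned compounds, then yeast cells expressing toxic A-beta were added; plates incubated at 30 C for 48 hr. Growth read as absorbance at 600 nm, normalized to DMSO and equimolar FeCl3 plus clioquinol controls.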
# aSyn rescue = rescues yeast growth from alpha-synuclein toxicity | Potency, µM (series often up to 46.1 µM), inactives show top-dose growth rescue (activation), most hits filed as activators | AID 652106 | actives 0.14% (n = 370,000) | Yeast expressing alpha-synuclein, growth rescue, BacTiter-Glo, 24 h; note: potency is the fitted concentration of half-maximal effect; % of control where 0% means no effect; nearly all actives have a fitted effect of over 65% in size
#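 Galactose-induced alpha-syn yeast (OD600=0.02, raffinose-pregrown) + pinned cpd, 24 hr, 30 deg C; growth by BacTiter-Glo luminescence. Growth restoration scores as activation.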
# EPAC2 ag = activates human EPAC2 exchange factor; actives 0.079% (n = 360,000); EPAC2 activation, biochemical qHTS; response scale: 100% = 6.5 mM cAMP response; Q8WZA2; AID 720711; Potency, µM (doses to about 154 µM), for the others: at the highest dose activation, usual class: activators; note: potency is the fitted concentration of half-maximal effect; nearly all actives have a fitted effect of over 50% in size
#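 Setup: EPAC2 100 nM, labeled Rap1B complex 250 nM, free GDP 50 uM. Compound titrations pinned in, brief spin, 5 min room temperature incubation. Kinetic fluorescence read over 30 min, normalized to 6.5 mM cAMP.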
# Active calls of the source: *; ? = inconclusive; · = not tested or not shown; [ ] = dose if it differs, or a comment. Unless noted, calls come from the whole dose curve; as a rule, active = well fitted curve in the direction sought with a large enough effect; inconclusive = small, poorly fitted or top-dose-only effect, or another doubt; inactive = no such curve, though single readings can be large; an effect the other way counts as inactive or inconclusive. A portion of the library (hit frequency here may not be typical).
# Letters: A = EPAC2 antagonist; B = FUS yeast rescue; C = TDP-43 yeast inh; D = D3 antag; E = DRD3 agonist; F = Abeta rescue; G = aSyn rescue; H = EPAC2 ag
> O=C1NC(=O)c2cc(Oc3ccc([N+](=O)[O-])cc3)ccc21
  A: 10%	B: -19%	C: 24%	D: -22	E: -2	F: -18%	G: 1%	H: 5%
> CC1S/C(=N/N=C/c2cccs2)NC1=O (stereo not given)
  A: 18%	B: 8%	C: -22%	D: 5	E: -2	F: 2%	G: 2%	H: -1%
> Cn1cc(/C=C2\SC(=S)N(NC(=O)c3cccc(Cl)c3)C2=O)c2ccccc21
  A: 81%[activator]	B: 29%	C: -14%	D: -4	E: -2	F: -4%	G: -4%	H: 11%
> CCOC(=O)c1ccccc1NC(=O)CN1C(=O)CC(c2ccco2)Sc2ccccc21 (stereo not given)
  A: ·	B: ?	C: 20%	D: ·	E: -15	F: -16%	G: 18%	H: ·
> CC(C)NC(=O)c1sc2nc3c(c(-c4cccs4)c2c1N)CN(C)CC3
  A: 3%	B: 11%	C: -4%	D: -12	E: -1	F: 5%	G: -1%	H: -83%[inhibitor][15.6 µM]
> COc1ccc2nc(C)cc(SCC(=O)N/N=C/c3ccc(O)c(O)c3)c2c1
  A: 4%	B: 24%	C: -24%[0.397 µM]	D: 10	E: 6	F: -12%	G: -4%	H: 4%
> CC(C)Oc1ccc(C(=O)NC(=S)Nc2ccc(CN3CCOCC3)cc2)cc1
  A: -8%	B: -9%	C: -2%	D: 1	E: 8	F: 2%	G: 5%	H: 2%
> CCOC(=O)N1CC=C2C(C#N)=C(N)C(C#N)(C#N)[C@H](c3cccs3)[C@H]2C1
  A: -1%	B: 29%	C: -18%	D: -20	E: -3	F: -3%	G: -13%	H: 14%
> O=C(CSc1nc(-c2ccco2)cc(C(F)(F)F)n1)N1CCCc2ccccc21
  A: -4%	B: 8%	C: -6%	D: 15	E: 4	F: 0%	G: 1%	H: 12%
> Cc1onc(-c2ccccc2Cl)c1C(=O)OCC(=O)c1ccccc1
  A: -1%	B: 4%	C: 19%	D: 9	E: -7	F: 17%	G: -23%	H: 17%
> Cc1cc(Br)ccc1NC(=O)CN(C)Cc1cccs1
  A: ?	B: 1%	C: -10%	D: 9	E: -10	F: -3%	G: 0%	H: 16%
> CC(C)Oc1cccc(C(=O)NC(=S)Nc2ccc(N3CCN(C)CC3)cc2)c1
  A: 3%	B: 11%	C: 14%	D: 0	E: 0	F: 1%	G: 1%	H: 13%
> Cc1cc(C)c2nc(-c3ccccn3)cc(C(=O)Nc3cc(C)on3)c2c1
  A: 18%	B: 25%	C: -16%	D: 21	E: -3	F: -3%	G: -13%	H: -8%
> COc1ccc(-c2nc(CC(=O)O)cs2)cc1
  A: 20%	B: -18%	C: ?	D: 11	E: 1	F: -14%	G: 12%	H: 8%
> Cc1ccccc1CC(=O)Nc1cccc(S(=O)(=O)N2CCCC2)c1
  A: -30%	B: 11%	C: 15%	D: 4	E: 9	F: 14%	G: 4%	H: 6%
> COC(=O)[C@@H]1C[C@]2(Br)c3ccccc3N(S(=O)(=O)c3ccccc3)[C@@H]2N1C(=O)OC
  A: 8%	B: 3%	C: 10%	D: -13	E: -11	F: 5%	G: -8%	H: 2%
> CCOC(=O)CNC(=O)C(NC(=O)C1CCC(C)CC1)C(C)CC (stereo not given)
  A: -1%	B: 14%	C: -2%	D: 0	E: -5	F: 1%	G: -1%	H: 7%
> Cc1cccc(C)c1OCC(=O)Nc1ccccc1C(F)(F)F
  A: ?	B: 2%	C: 21%	D: 16	E: -4	F: 18%	G: 2%	H: -7%
> O=C(O)C1Nc2c(C(=O)N3CCOCC3)cccc2C2C=CCC12 (stereo not given)
  A: -18%	B: ·	C: 19%	D: 9	E: -1	F: -5%	G: -2%	H: -2%
> O=C(NCc1cccs1)c1cc2c(s1)CS(=O)(=O)C2
  A: -10%	B: 37%	C: -26%	D: 11	E: 1	F: -21%	G: -5%	H: 8%
> O=C(Nc1ccc(Br)cc1)c1ccc(F)c(S(=O)(=O)N2CCN(c3ccccn3)CC2)c1
  A: 1%	B: 6%	C: -21%[1.82 µM]	D: 4	E: 27	F: 0%	G: -3%	H: 11%
> C[C@H](CO)N1C[C@H](C)[C@@H](CN(C)S(=O)(=O)c2cn(C)cn2)Oc2ccc(NC(=O)Nc3ccccc3)cc2C1=O
  A: 7%	B: 15%	C: -11%	D: 5	E: 0	F: -11%	G: 1%	H: -8%
> CN(C)c1ccc(N2C(=NC(=O)CC3CCCCC3)SC3CS(=O)(=O)CC32)cc1 (stereo not given)
  A: 1%	B: 5%	C: -10%	D: -2	E: -6	F: 3%	G: -2%	H: -11%
> CN(Cc1ccccc1)C(=O)Cn1c(=O)oc2cc(S(=O)(=O)N3CCCC3)ccc21
  A: 1%	B: -5%	C: 25%	D: 0	E: 3	F: 17%	G: 0%	H: 4%
> CC1CCN(C(=O)C2CCCN2S(=O)(=O)c2ccc(Cl)cc2)CC1 (stereo not given)
  A: 3%	B: ·	C: -5%	D: -26	E: 0	F: 0%	G: -1%	H: 11%

# Part of the list above, with two lines to a compound.
# Values run as follows: EPAC2 antagonist	FUS yeast rescue	TDP-43 yeast inh	D3 antag	DRD3 agonist	Abeta rescue	aSyn rescue	EPAC2 ag
C[C@H](CO)N1C[C@H](C)[C@@H](CN(C)S(=O)(=O)c2cn(C)cn2)Oc2ccc(NC(=O)Nc3ccccc3)cc2C1=O
 : 7%	15%	-11%	5	0	-11%	1%	-8%
O=C(NCc1cccs1)c1cc2c(s1)CS(=O)(=O)C2
 : -10%	37%	-26%	11	1	-21%	-5%	8%
O=C(O)C1Nc2c(C(=O)N3CCOCC3)cccc2C2C=CCC12 (stereo not given)
 : -18%	·	19%	9	-1	-5%	-2%	-2%

# More structures follow:
# Letters: A = EPAC2 antagonist; B = FUS yeast rescue; C = TDP-43 yeast inh; D = D3 antag; E = DRD3 agonist; F = Abeta rescue; G = aSyn rescue; H = EPAC2 ag
> O=C(CCS(=O)(=O)c1ccccc1)Nc1ccc2c(c1)OCO2
  A: 8%	B: 7%	C: 12%[9.22 µM]	D: -14	E: -4	F: -17%	G: 0%	H: 9%
> O=C(NC1CCCC1)C(c1ccccc1)n1c(-c2ccc3c(c2)CCO3)nc2ccccc21 (stereo not given)
  A: -27%	B: 31%	C: 0%	D: 12	E: 4	F: 6%	G: 4%	H: 13%
> Cc1ccc(NC(=O)NC(C)c2c(-n3cccc3)sc(C)c2C)c(C)c1 (stereo not given)
  A: ·	B: -14%	C: 18%	D: ·	E: 6	F: -7%	G: ·	H: ·
> CCOc1ccccc1NC(=O)Cn1ncc2c([nH]c3ccccc32)c1=O
  A: ·	B: -5%	C: 7%	D: ·	E: -9	F: -15%	G: ·	H: ·
> Cc1ccc(C(=O)C(C)OC(=O)c2cc(=O)[nH]c3ccccc23)cc1 (stereo not given)
  A: 16%	B: ?	C: -18%	D: 14	E: 5	F: 5%	G: 3%	H: -2%
> COc1cc(C(=O)NCCC(=O)NC(C)C)cc(OC)c1OC
  A: -1%	B: -8%	C: 14%	D: 10	E: 5	F: -6%	G: 6%	H: 10%
> O=C(CCc1ccccc1)Nc1nccs1
  A: 5%	B: 32%	C: 8%	D: 1	E: 10	F: -6%	G: -3%	H: 8%
> CCc1noc(C)c1C(=O)N1CCCSC1=Nc1ccccc1OC
  A: -1%	B: -8%	C: 14%	D: -15	E: -6	F: 13%	G: -4%	H: 8%
> Cc1n[nH]c(C)c1CCCCOc1ccccc1F
  A: -8%	B: 0%	C: 18%	D: 69	E: 6	F: 9%	G: 16%	H: 11%
> CC(Sc1nnc2c(n1)[nH]c1ccccc12)C(=O)NC1CCCCC1 (stereo not given)
  A: -14%	B: 13%	C: -14%	D: -10	E: -5	F: 5%	G: 1%	H: 0%
> c1nc(NC2CCCCC2)c2[nH]cnc2n1
  A: 9%	B: 10%	C: -6%	D: 2	E: -1	F: -10%	G: 1%	H: -1%
> CCCCn1c(N)c(N(CCOC)C(=O)Cn2c(=O)oc3ccccc32)c(=O)[nH]c1=O
  A: 3%	B: 2%	C: -1%	D: -5	E: 95*	F: 0%	G: 0%	H: 10%
> Cc1ccc(S(=O)(=O)Nc2ccccc2/C=N/c2nc3ccccc3n2C(C)C)cc1
  A: -10%	B: 8%	C: ?	D: 11	E: 16	F: -51%[inhibitor]	G: -39%[inhibitor]	H: 1%
> Cc1ccc(-n2nc3c(=O)n(CC(=O)NC4CCCCCC4)nc(C)c3c2C)cc1
  A: 0%	B: -12%	C: -6%	D: -10	E: 6	F: 2%	G: -8%	H: 6%
> Cc1cccc(N2CCN(CC(O)COc3ccc(Cl)cc3)CC2)c1 (stereo not given)
  A: -13%	B: -24%	C: -4%	D: -80*	E: 3	F: 5%	G: 4%	H: 16%
> Cc1ccc(S(=O)(=O)N2CCCSCC2)cc1
  A: 0%	B: -3%	C: ?	D: 19	E: -1	F: 24%	G: 9%	H: 7%
> O=C(c1ccncc1)N1N=C(C2CCCCC2)CC1(O)C(F)(F)F (stereo not given)
  A: 3%	B: 5%	C: 18%	D: 3	E: -1	F: 14%	G: 1%	H: -8%
> CCOc1ccc(NC(=O)Cn2nnc(-c3ccc(C(N)=O)cc3)n2)cc1S(=O)(=O)N1CCCC1
  A: -4%	B: 28%	C: 16%	D: 0	E: -27	F: 0%	G: -4%	H: 1%
> COC(=O)C1=C(C)NC(=O)/C1=C\c1cc(C)n(-c2cccc(C)c2)c1C
  A: -25%[57.1 µM]	B: ?	C: 11%	D: -3	E: 6	F: 12%	G: 0%	H: -20%
> CCC(C)NC(=O)c1nn(C)c(=O)c2ccccc12 (stereo not given)
  A: -17%	B: 17%	C: -5%	D: 0	E: -7	F: -4%	G: -1%	H: 0%
> CC1(C)Oc2nc3ccccc3n2/C1=C\C#N
  A: 1%	B: 4%	C: 0%	D: 0	E: -6	F: -10%	G: -4%	H: 8%
> CS(=O)(=O)c1nc(S(=O)(=O)c2ccc(Cl)cc2)c(N2CCC(O)CC2)s1
  A: -3%	B: -13%	C: 5%	D: 8	E: -2	F: -10%	G: 0%	H: 12%
> CCN1C[C@@H]2[C@@H]3C(=O)N(C)C(=O)[C@@H]3[C@](Cc3ccccc3)(C1=O)N2C(=O)c1ccc(Cl)c(Cl)c1
  A: 9%	B: ?	C: 4%	D: 16	E: -8	F: 8%	G: 2%	H: 10%
> CN(CC(=O)Nc1ccc(Cl)c(C(F)(F)F)c1)C(=O)C1CCN(C(=O)c2ccc(Cl)cc2)CC1
  A: 8%	B: ?	C: 15%	D: -5	E: 2	F: 5%	G: 1%	H: 0%

# Screening data as filed in PubChem.
